FXIIa mix inh – human factor XIIa inhibitors, primary screen, biochemical, pooled compound mixtures, fluorogenic substrate; Coagulation factor XII (Homo sapiens), P00748; inhibition, % at 5 µM; purified FXIIa; hit rate 0.2% among 62,000;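 note: 0% = enzyme without compound and 100% = no enzyme blank; some results filed as inactive read as strong as hits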
Cdc25B inh – inhibitors of Cdc25B phosphatase catalytic domain, primary screen, biochemical, OMFP fluorescence; inhibition, %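 (compounds tested at 10 µM final in the well)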; recombinant Cdc25B, OMFP fluorescence Ex485/Em525; M-phase inducer phosphatase 2 (Homo sapiens), P30305; hit rate 0.1% among 65,000; in the data active = inhibition above about 50%
Hsp90 block – tumor Hsp90 inhibitors, primary screen, cell lysate, fluorescence polarization, NCI-N417 lysate; Cy3B-geldanamycin FP displacement; hit rate 0.35% among 64,000; inhibition, % at 30 µM; Heat shock protein HSP 90-alpha (Homo sapiens), P07900;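 active = inhibition above 50%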;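 note: 0% = tracer plus lysate wells and 100% = tracer alone without lysate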
FXIa inh mix – FXIa protease inhibitors in compound pools, primary screen, biochemical, 10-compound mixtures. Coagulation factor XI (Homo sapiens), P03951. purified FXIa, fluorogenic substrate, pooled mixtures. inhibition, % at 5 µM. hit rate 0.19% among 62,000. AID 680, 2007;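 note: each value is inhibition by a whole ten-compound pool holding the compound; 0% = enzyme with no mixture and 100% = wells lacking enzyme; strong numbers were not always called active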
C1s block – complement C1s protease inhibitors, primary screen, biochemical, 10-compound mixtures. Complement C1s subcomponent (Homo sapiens), P09871. purified C1s, fluorogenic AMC substrate, pooled mixtures. mean inhibition % of two 10-compound mixtures (stronger effect = higher value), % at 5 µM (by protocol). hit rate 0.16% among 62,000;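 active = inhibition above 20% in each of the two 10-compound mixture wells holding the compound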;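 note: 0% = enzyme wells lacking compound mixture and 100% = no-enzyme blank wells; some compounds called inactive have numbers as strong as hits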
Target sequence (P09871 16-437 limits assumed): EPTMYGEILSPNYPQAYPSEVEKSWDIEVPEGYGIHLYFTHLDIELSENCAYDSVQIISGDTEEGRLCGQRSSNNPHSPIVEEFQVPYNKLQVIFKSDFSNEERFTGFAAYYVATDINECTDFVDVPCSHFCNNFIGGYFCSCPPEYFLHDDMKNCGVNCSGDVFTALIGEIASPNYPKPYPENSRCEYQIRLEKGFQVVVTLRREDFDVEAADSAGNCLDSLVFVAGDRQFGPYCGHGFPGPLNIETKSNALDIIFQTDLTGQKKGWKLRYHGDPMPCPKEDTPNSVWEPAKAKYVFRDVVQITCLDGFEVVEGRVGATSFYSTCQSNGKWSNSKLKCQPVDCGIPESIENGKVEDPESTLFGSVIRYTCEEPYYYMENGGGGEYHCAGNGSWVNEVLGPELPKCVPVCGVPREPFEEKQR
Target sequence (P09871 438-688 limits assumed): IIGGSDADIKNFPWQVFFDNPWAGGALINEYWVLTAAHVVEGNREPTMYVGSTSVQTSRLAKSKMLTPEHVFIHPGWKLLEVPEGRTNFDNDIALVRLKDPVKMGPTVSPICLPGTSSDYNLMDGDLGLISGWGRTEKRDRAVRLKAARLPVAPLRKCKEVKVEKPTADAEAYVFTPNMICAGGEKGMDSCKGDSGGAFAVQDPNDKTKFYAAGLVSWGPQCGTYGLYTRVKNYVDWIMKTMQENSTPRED
Cathepsin G inh – human cathepsin G inhibitors, primary screen, biochemical, pooled compound mixtures, AMC fluorescence. hit rate 0.2% among 62,000. AID 581, 2007. inhibition, % at 5 µM (by protocol). purified enzyme, AMC-tetrapeptide fluorescence. P08311;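 active = inhibition above 20% in each of the two mixture wells holding the compound; inactive = inhibition of 20% or less in either well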;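 note: 0% = enzyme control without mixture and 100% = blank lacking enzyme; strong numbers were not always called active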
CatL inh – inhibitors of human cathepsin L, biochemical | hit rate 0.17% among 58,000 | Procathepsin L (Homo sapiens), P07711 | purified cathepsin L, fluorogenic substrate, fluorescence | inhibition, %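 (tested at 10 µM)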; in the data active = inhibition above about 45%;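 note: 0% = enzyme with no compound and 100% = no enzyme blank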
5HT1a ag – human 5-HT1a receptor agonists, primary screen, cell-based, CHO, Ga15 NFAT-bla reporter. CHO 5-HT1a Ga15 NFAT-bla reporter, FRET ratio; 0% basal, 100% maximal reference agonist. activation, % at 10 µM. hit rate 0.56% among 65,000. AID 567, 2006;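 active = activation above the screen-wide mean activation plus 3 SD, cut at about 19% in these data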;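 note: 0% = DMSO wells and 100% = 5-CT at EC100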
Target sequence (P08908 whole entry, looked up): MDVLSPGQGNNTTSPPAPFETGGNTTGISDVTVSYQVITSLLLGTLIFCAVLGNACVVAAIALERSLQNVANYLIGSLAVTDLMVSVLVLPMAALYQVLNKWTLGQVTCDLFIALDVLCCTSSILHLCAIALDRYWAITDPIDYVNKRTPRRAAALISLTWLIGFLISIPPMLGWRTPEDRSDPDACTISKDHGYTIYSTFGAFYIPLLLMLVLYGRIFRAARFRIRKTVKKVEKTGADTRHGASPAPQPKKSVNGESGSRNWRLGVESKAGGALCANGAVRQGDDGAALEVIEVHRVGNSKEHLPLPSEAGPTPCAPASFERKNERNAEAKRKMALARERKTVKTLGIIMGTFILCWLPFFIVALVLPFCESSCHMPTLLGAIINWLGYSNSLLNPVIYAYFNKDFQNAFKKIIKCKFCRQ
DUSP1 inh – MKP-1 phosphatase inhibitors, primary screen, biochemical, in vitro. recombinant MKP-1, OMFP hydrolysis fluorescence. hit rate 0.15% among 65,000. AID 374, 2006. inhibition, %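 (compounds tested at a single concentration somewhere between 10 and 100 µM)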;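 active = inhibition above about 50%, limit read from the data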;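 note: 0% = DMSO max control wells and 100% = wells with enzyme stopped by NaOH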
The depositor's hits bear a star; x = not tested or not shown. Cut-off read from the data, not from the text of the source, unless noted: active = inhibition above about 20% (passing the limit was not always enough); inactive = the rest.

SMILES | FXIIa mix inh | Cdc25B inh | Hsp90 block | FXIa inh mix | C1s block | Cathepsin G inh | CatL inh | 5HT1a ag | DUSP1 inh
Cc1ccc(Cl)cc1NC(=O)COC(=O)C1CCCC1 | -3 | -1 | x | 4 | -29 | 7 | 23 | 1.6 | 18
Cc1csc2ncc(C(=O)Nc3ccon3)c(=O)n12 | 6 | -3 | 2 | -7 | -40 | 4 | -57 | -3.2 | 5
CCOC(=O)Nc1ccc2c(CN3C(=O)NC4(CCCC4)C3=O)cc(=O)oc2c1 | 4 | 0 | -4 | -15 | -48 | -8 | -210 | -1.0 | 32
Cc1cc(C)c(NC(=O)NC(=O)c2cccc(F)c2)c(C)n1 | 8 | -20 | -1 | -1 | -23 | -4 | -4 | -2.8 | 0
COc1ccc(NC(=O)CSc2nnc(-c3cccnc3)n2Cc2ccco2)c(OC)c1 | -1 | -10 | 0 | -1 | 7 | 13 | 8 | -1.1 | -9
COC1=CC(=O)OC12CCCCC2 | 5 | -6 | 0 | 0 | 10 | 8 | 5 | -3.2 | 5
O=C(CSc1nnc(-c2ccco2)n1CC1CCCO1)c1ccc(F)cc1 (configuration not stated) | 2 | -6 | -3 | -17 | -30 | -5 | 12 | -2.1 | -24
COc1ccc(C(C(=O)NC2CCCC2)N(C(=O)c2ccco2)c2ccc3c(c2)OCO3)cc1OC (configuration not stated) | -4 | -12 | 1 | 0 | -15 | -12 | 3 | 3.6 | -2
COc1ccc(C2N=C(c3ccccc3)C(C)(C)N2O)cc1OC (configuration not stated) | -3 | -3 | -2 | 0 | 6 | 8 | 24 | -1.1 | 5
O=C(c1cccc2cccc(O)c12)N1CCCCC1 | 9 | 10 | -2 | -6 | -81 | -7 | 8 | -2.1 | -10
COc1ccc(C(=O)NCC(=O)O)cc1 | 10 | -4 | -5 | 1 | 1 | 9 | x | 0.1 | -3
CCc1ccccc1NC(=O)CSc1ncn[nH]1 | -13 | -3 | -1 | 13 | 14 | 9 | 10 | -4.2 | -11
CCC1Oc2ccc(C)cc2N(CC(=O)N(Cc2cccnc2)Cc2ccc(C)o2)C1=O (configuration not stated) | -1 | -15 | -6 | 21 | 4 | 11 | 11 | 1.1 | -4
COc1cccc(NC(=O)N2CCCC2C(=O)NC2CC2)c1 (configuration not stated) | 6 | -1 | 2 | 3 | 12 | 6 | 11 | -2.6 | 3
O=c1cc(N2CCN(Cc3ccccc3)CC2)[nH]c(=O)n1Cc1ccc(F)cc1 | -18 | -18 | -4 | 7 | 10 | 7 | -6 | -0.9 | 4
CCCCOCCCNC(=O)CN1C(=O)c2ccccc2C1=O | -5 | 1 | x | 5 | 14 | 10 | x | x | 4
COc1ccc(N2C(=O)CSC2c2ccncc2)cc1 (configuration not stated) | 5 | -1 | 0 | 2 | -9 | -3 | 20 | -1.7 | 3
CC(=O)Nc1ccc(NC(=O)C2CCCN(c3nnc(-n4cccc4)s3)C2)cc1 (configuration not stated) | 8 | 8 | -2 | 10 | -4 | -1 | 5 | -1.9 | 17
CCCCCC(=O)N1CC2(C)CN(C(=O)CCCCC)CC(C)(C1)C2=O | -20 | -38 | 120* | 3 | 3 | 8 | 17 | 0.5 | -17
COc1ccc(CCNC(=O)c2nc3ncccn3n2)cc1OC | 2 | 2 | -3 | 12 | 9 | 9 | 7 | 1.2 | 9

Shown tab-delimited: part of the list above
mol	FXIIa mix inh	Cdc25B inh	Hsp90 block	FXIa inh mix	C1s block	Cathepsin G inh	CatL inh	5HT1a ag	DUSP1 inh
COc1ccc(C(C(=O)NC2CCCC2)N(C(=O)c2ccco2)c2ccc3c(c2)OCO3)cc1OC (configuration not stated)	-4	-12	1	0	-15	-12	3	3.6	-2
COc1ccc(C2N=C(c3ccccc3)C(C)(C)N2O)cc1OC (configuration not stated)	-3	-3	-2	0	6	8	24	-1.1	5
O=C(c1cccc2cccc(O)c12)N1CCCCC1	9	10	-2	-6	-81	-7	8	-2.1	-10
COc1ccc(C(=O)NCC(=O)O)cc1	10	-4	-5	1	1	9	x	0.1	-3
CCc1ccccc1NC(=O)CSc1ncn[nH]1	-13	-3	-1	13	14	9	10	-4.2	-11
CCC1Oc2ccc(C)cc2N(CC(=O)N(Cc2cccnc2)Cc2ccc(C)o2)C1=O (configuration not stated)	-1	-15	-6	21	4	11	11	1.1	-4
COc1cccc(NC(=O)N2CCCC2C(=O)NC2CC2)c1 (configuration not stated)	6	-1	2	3	12	6	11	-2.6	3
O=c1cc(N2CCN(Cc3ccccc3)CC2)[nH]c(=O)n1Cc1ccc(F)cc1	-18	-18	-4	7	10	7	-6	-0.9	4
CCCCOCCCNC(=O)CN1C(=O)c2ccccc2C1=O	-5	1	x	5	14	10	x	x	4
COc1ccc(N2C(=O)CSC2c2ccncc2)cc1 (configuration not stated)	5	-1	0	2	-9	-3	20	-1.7	3
CC(=O)Nc1ccc(NC(=O)C2CCCN(c3nnc(-n4cccc4)s3)C2)cc1 (configuration not stated)	8	8	-2	10	-4	-1	5	-1.9	17
CCCCCC(=O)N1CC2(C)CN(C(=O)CCCCC)CC(C)(C1)C2=O	-20	-38	120*	3	3	8	17	0.5	-17
COc1ccc(CCNC(=O)c2nc3ncccn3n2)cc1OC	2	2	-3	12	9	9	7	1.2	9

Next section
SMILES | FXIIa mix inh | Cdc25B inh | Hsp90 block | FXIa inh mix | C1s block | Cathepsin G inh | CatL inh | 5HT1a ag | DUSP1 inh
CC1CN(C(=O)C2CCCCC2)C(C)CN1C(=O)C1CCCCC1 (configuration not stated) | 6 | 2 | -8 | 4 | 14 | 7 | -3 | -0.3 | 26
COc1ccc(-c2cc(C(F)(F)F)nc(N3CCCCC3)n2)cc1OC | 5 | -23 | x | 4 | -6 | -2 | 10 | 6.8 | 27
O=C(CSc1n[nH]c(-c2ccncc2)n1)NC1CCS(=O)(=O)C1 (configuration not stated) | 7 | 3 | -1 | 6 | 15 | 11 | -9 | -0.4 | 0
CCOC(=O)CSc1nnc(-c2ccc(NS(=O)(=O)c3ccc(C)cc3)cc2)o1 | 1 | -1 | -3 | -6 | -38 | 5 | -2 | -1.9 | 5
CCOC(=O)c1[nH]c2cc(OC)c(OC)cc2c1NC(=O)CN(C)C1CCCCC1 | 1 | 7 | -2 | 0 | -9 | 9 | 19 | -1.0 | -7
CC(C)CC(c1nnnn1CC1CCCO1)N1CCN(c2nc3ccccc3s2)CC1 (configuration not stated) | 25 | -14 | -1 | 1 | 0 | -2 | 1 | -4.6 | 27
O=C(NCCc1ccccn1)c1ccc(COc2ccccc2)o1 | -11 | -15 | -3 | 12 | 10 | 10 | 8 | -2.4 | 0
Cc1nn(C)c(C)c1S(=O)(=O)N1CCC(C(=O)NCC2COc3ccccc3O2)CC1 (configuration not stated) | 0 | -11 | -2 | 30 | 14 | 52 | x | -1.6 | 17
CC(=O)c1c(C)[nH]c(C(=O)Nc2cccnc2)c1C | -1 | -4 | -3 | 7 | -13 | -1 | -2 | 1.1 | 2
COCCn1c(SCC(=O)NCc2ccc3c(c2)OCO3)nnc1-c1c[nH]c2ccccc12 | 2 | 3 | 1 | 11 | 0 | -1 | x | -1.8 | 14
COCCn1nnnc1C(c1ccc(OC)cc1)N1CCN(c2ccccc2F)CC1 (configuration not stated) | 7 | -5 | 3 | 10 | -47 | -2 | 8 | -1.7 | 0
CCc1c(C)c2ccc(OCC(=O)N(C)C)c(C)c2oc1=O | 15 | -13 | -3 | 25 | -3 | 11 | x | 2.8 | -4
CC1CN=C(NC2CCCCC2C)S1 (configuration not stated) | 6 | 23 | -3 | 8 | -6 | -3 | -5 | 4.3 | 6
Cc1ccc(Cn2nnc3c(=O)n(Cc4cc(C)ccc4C)cnc32)cc1 | x | -6 | 0 | x | x | x | x | -1.4 | 5
O=C(O)CCc1nc2cccnc2n1Cc1ccccc1 | 3 | -12 | -6 | -8 | -31 | 4 | 15 | 0.7 | 38
CC1CCN(C(=O)CSc2nnc(Cc3ccccc3)o2)CC1 | 5 | 1 | 0 | 7 | 1 | -2 | -5 | -3.2 | 1
COc1cccc(CNC(=O)Nc2cccs2)c1 | 0 | -8 | 1 | 8 | -34 | -1 | 10 | 0.2 | 2
Cc1cccc(C(=O)NCCN2CCN(c3ccccc3)CC2)c1 | 2 | 5 | 0 | 3 | -26 | -8 | 3 | 52* | -9
O=C(CSc1nc2ccccc2o1)NCc1ccco1 | 23 | -15 | -2 | 4 | -1 | 10 | 2 | -2.6 | -3
NC(=O)c1oc2ccccc2c1NC(=O)C1CCCCC1 | 1 | 0 | -1 | 4 | -18 | 0 | x | -0.3 | 5
COC(=O)CNC(=O)c1c(-c2c(Cl)cccc2Cl)noc1C | 5 | -7 | x | 4 | -33 | -6 | -1 | x | 1
O=C(C1COc2ccccc2O1)N1CCN(c2ccccc2)CC1 (configuration not stated) | 2 | 8 | 3 | -3 | -9 | 3 | -5 | -2.6 | 4
COc1ccc(C(=O)Nc2cccc(-c3nc4ncccc4o3)c2C)cc1OC | -22 | -7 | -2 | 5 | -17 | -1 | 1 | -1.4 | -9
COC(=O)CCSCc1cn2cc(Cl)ccc2n1 | 1 | -11 | -4 | 5 | 4 | 4 | -6 | -4.7 | -3
COCCCNc1nc(-c2ccncc2)nc2ccccc12 | x | -1 | -2 | x | x | x | 0 | -3.0 | -29
OC1CN=C2C=CC=CN2C1 (configuration not stated) | 3 | -10 | -7 | 4 | -10 | -7 | -7 | -1.0 | 4
CC1=C(C(=O)NC2CCCCC2C)C2(CCC(C)CC2)OC1=O (configuration not stated) | 3 | -16 | -1 | 0 | 6 | 1 | 6 | -1.6 | -3
Cc1ccc(N=C2SCCCN2C(=O)c2ccco2)cc1Cl | -6 | -2 | x | 4 | 12 | 9 | 12 | 0.7 | 1
FC(F)Oc1ccccc1C1CC(c2ccc(Br)s2)Nc2ncnn21 (configuration not stated) | 7 | 10 | 1 | 5 | -13 | 1 | 6 | -5.4 | 15
Cc1cccc(NC(=O)CSc2nnc(-c3ccccc3)n2N)c1C | 8 | -2 | x | 4 | 2 | 0 | x | -2.0 | 5
O=C(NCc1ccco1)c1cccnc1-c1nc2ccccc2s1 | -17 | 0 | 34 | 5 | 22 | 15 | -1 | -1.4 | 15
CCSc1nnc(NC(=O)CCc2ccccc2)s1 | 7 | -5 | 0 | 9 | 9 | 7 | 0 | 1.3 | 3
CCCS(=O)(=O)Nc1cc(C(F)(F)F)ccc1OCCOC | 0 | -11 | -8 | 6 | 5 | -5 | 0 | -2.3 | 1
COc1ccc(C)c2sc(N3CCCC3)nc12 | -15 | 6 | 0 | 6 | 0 | 0 | -3 | -0.4 | 12
CC1CCN(C(=O)Cn2nc(C(F)(F)F)c3c2CCCC3)CC1 | 3 | 7 | -2 | 4 | -11 | 4 | -3 | -2.9 | -9

Sorted by number of heavy atoms (high to low): some entries from above.
SMILES | FXIIa mix inh | Cdc25B inh | Hsp90 block | FXIa inh mix | C1s block | Cathepsin G inh | CatL inh | 5HT1a ag | DUSP1 inh
Cc1cccc(C(=O)NCCN2CCN(c3ccccc3)CC2)c1 | 2 | 5 | 0 | 3 | -26 | -8 | 3 | 52* | -9
CC(=O)c1c(C)[nH]c(C(=O)Nc2cccnc2)c1C | -1 | -4 | -3 | 7 | -13 | -1 | -2 | 1.1 | 2
COc1ccc(C)c2sc(N3CCCC3)nc12 | -15 | 6 | 0 | 6 | 0 | 0 | -3 | -0.4 | 12

Screening results: PubChem, several laboratories
